Screening data from PubChem.
5HT1a ag: agonists of human 5-HT1a serotonin receptor; CHO 5-HT1a Ga15 NFAT-bla reporter, FRET ratio; 0% basal, 100% maximal reference agonist; activation, % at 10 µM; 65,000 compounds, 0.56% hits; AID 567;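 active = activation above the screen-wide mean activation plus 3 SD, cut at about 19% in these data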;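 also: 0% = DMSO wells and 100% = 5-CT at EC100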
E coli RNAP: inhibitors of Escherichia coli RNA polymerase; E. coli RNA polymerase, fluorescence transcription assay; inhibition, %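 (tested at 10 µM)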; 62,000 compounds, 0.2% hits; in the data active = inhibition above about 20%;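 also: 0% = enzyme without compound and 100% = no enzyme blank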
Fluor 339 460: intrinsic fluorescence of library compounds, ex339/em460 – biochemical, MLSMR library, data from DPM-DC assay, artefact control, profiling panel; compound autofluorescence, ex339/em460 nm, NADH buffer; active compounds read high; 1 = no-compound wells, NADH background; fluorescence fold increase at 10 µM; 65,000 compounds, 5.5% hits; AID 709;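 active = at 10 µM, mean starting fluorescence two-fold or more over control wells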;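 also: signal is the first read of a kinetic run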
Hsp90 inh: displaces geldanamycin probe from tumor Hsp90. P07900. NCI-N417 lysate Hsp90, Cy3B-geldanamycin FP displacement. inhibition, % at 30 µM. 64,000 compounds, 0.35% hits;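 active = inhibition above 50%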;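 also: 0% = tracer plus lysate wells and 100% = tracer alone without lysate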
NADH enzymes: inhibitors of enzymes used to reach an NAD/NADH endpoint. AID 774. IC50, µM (series often up to 10 µM), without a hit: at the highest dose inhibition. 65,000 compounds, 0.02% hits. coupled PK/LDH NADH assays, four targets;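 active = single-dose screening hits from any of four coupled enzyme assays that gave an IC50 when retested across doses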;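 also: the DPM-DC format reads NADH fluorescence rather than 340 nm absorbance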
D1 allo mod: D1 dopamine receptor (human) allosteric modulation; B-score at 10 µM; HEK293 D1, CRE-luciferase, dopamine EC30 potentiation; actives deviate in either direction; P21728; 58,000 compounds, 5.9% hits;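 active = luminescence count or its row- and column-corrected plate score outside the 99.7% band of the plate's sample wells, on either side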
HER2 expr 66K: Her2 kinase expression inhibition | 65,000 compounds, 0.69% hits | P04626 | SKBR-3 HER2 protein level, AlphaScreen, 18-24 h; active compounds read low | HER2 level % of control, % at 10 µM | AID 645;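 active = HER2 level under 5% of the carrier-only control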;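 also: 100% = DMSO carrier and 0% = 500 nM PU-H71 HSP90 inhibitor; lower value means stronger loss of Her2 protein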
M1 antag: antagonists of rat M1 muscarinic receptor. P08482. CHO-M1 cells, Fluo-4 calcium, ACh EC80 antagonist mode; active compounds read low. B-score at 10 µM. 64,000 compounds, 3.4% hits. AID 628;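 active = calcium fluorescence response, raw or row-and-column corrected B-score, differing from the plate sample mean either way at a set confidence level, mostly lower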
M1 ag: agonists of M1 muscarinic receptor; CHO-M1 cells, Fluo-4 calcium fluorescence, agonist mode; active compounds read high; AID 626; 64,000 compounds, 3% hits; B-score at 10 µM;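 active = fluorescence rise, raw or as B-score row- and column-corrected plate score, outside the 99.7% band of its plate's samples, either direction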
* marks the source's active call; other numbers are inactive results; · = no result given; [ ] = remark or other dose.

1) CCOC(=O)c1ccc(NC(=O)CN2CCc3ccccc3C2)cc1
2) CCn1c(SCC(=O)Nc2nc(C)cs2)nnc1-c1cccnc1
3) COc1ccc(CCNC(=O)C2CCN(S(=O)(=O)c3cnc[nH]3)CC2)cc1OC
4) CC(C)=CC(=O)Nc1ccc2c(c1)OCO2
5) O=C(O)c1ccccc1S(=O)(=O)c1ccccc1CO
6) COc1ccc(-c2ccc(-c3noc(-c4ccccc4OC)n3)c(OC)n2)cc1
7) Cc1ccc(NC(=O)Cc2nc(CSc3nnc(-c4ccc5c(c4)OCO5)o3)cs2)cc1
8) CCOc1ccc(C(=O)Nc2ccc3c(c2)OCCO3)cc1OC
screen / no.,1,2,3,4,5,6,7,8
5HT1a ag,-2.2,-2.6,0.2,-0.7,1.8,-0.9,-0.4,-1.2
E coli RNAP,6,-1,-1,3,12,-10,3,-8
Fluor 339 460,1.1,1.1,1,1.1,1.1,3*,1.1,1.1
Hsp90 inh,-18,3,-1,3,1,-6,-5,-2
NADH enzymes,3%,2%,6%,4%,7%,1%[fluoresces],4%,10%
D1 allo mod,-1,0.14,0.061,-5.2*,-0.99,-0.095,0.9,-0.056
HER2 expr 66K,78,76,88,138,86,28,53,62
M1 antag,-1.7,-0.33,0.21,-0.017,-0.0056,0.021,-0.43,0.012
M1 ag,-0.27,0.16,-0.53,1.3,8*,0.96,-0.05,0.56

9) Nc1cc(C(=O)O)ccc1Nc1ccc(F)c(F)c1
10) COc1ccc(S(=O)(=O)N2CCCC(C(=O)NCc3ccccn3)C2)cc1Cl (centres undefined)
11) CCCCC(=O)NC(Nc1ccc(C)cn1)(C(=O)OCC)C(F)(F)F (centres undefined)
12) CC1=C(C(=O)OCC2CCCO2)C(c2ccccc2OC(C)C)C2=C(CC(c3ccco3)CC2=O)N1 (centres undefined)
13) CCOc1ccc2nc(SCC(=O)Nc3ncccn3)[nH]c2c1
14) Cc1nc(NCC2CCCO2)c2nnn(Cc3ccccc3)c2n1 (centres undefined)
15) Cc1nc(CNS(=O)(=O)c2ccccc2F)cs1
16) Cc1ccc2[nH]c(=O)c(CN(Cc3cccs3)Cc3nnnn3Cc3ccccc3)cc2c1
screen / no.,9,10,11,12,13,14,15,16
5HT1a ag,-1.7,-0.1,-1.0,-1.1,-0.6,-1.4,1.0,4.7
E coli RNAP,-8,16,·,-2,8,13,6,5
Fluor 339 460,1.1,1.1,1.1,3.3*,0.68,1,1,1.2
Hsp90 inh,16,-3,3,-14,-2,4,-3,-1
NADH enzymes,4%,5%,2%,6%[fluoresces],1%,5%,6%,6%
D1 allo mod,1.2,0.87,1.7,0.0047,0.082,2.4,0.99,0.057
HER2 expr 66K,93,92,85,80,100,88,143,137
M1 antag,-0.58,-0.038,-0.13,0.54,-2.6,0.27,0.72,-0.65
M1 ag,-2.7,-0.65,0.59,0,0.58,0.37,0.23,-0.0065

17) COc1ccc(CN2CCN(C(=O)c3cc(OC)c(OC)c(OC)c3)CC2)cc1OC
18) Cc1cc(NC(=O)C2CCCC2)nc2c1c(=O)oc1ccccc12
19) COc1cc(C(=O)Nc2nc(OC)c(-c3ccccc3)c(OC)n2)cc(OC)c1OC
20) CC1(C)CC(=O)C2=C(C1)OC(c1cccs1)C(C#N)=C2N (centres undefined)
21) Cc1c(OCc2ccc(C(=O)O)o2)ccc2c3c(c(=O)oc12)CCC3
22) CC(C)N(C(=O)CSc1nnnn1C1CCCC1)C(C)C
23) Cc1cc(N2CCCCC2)n2ncc(-c3ccc(Cl)cc3)c2n1
24) CC1CCN(C(=O)COc2ccccc2F)CC1
screen / no.,17,18,19,20,21,22,23,24
5HT1a ag,·,4.0,-1.1,-1.3,0.0,-1.7,-3.0,-0.4
E coli RNAP,-1,12,-7,4,3,-4,·,7
Fluor 339 460,1.1,1.1,1.1,1,2.1*,1.1,3.7*,1
Hsp90 inh,·,-7,-2,0,-3,0,1,-2
NADH enzymes,21%,2%,7%,3%,2%[fluoresces],0%,10%[fluoresces],4%
D1 allo mod,·,0.83,·,0.69,-0.83,-0.97,·,0.43
HER2 expr 66K,203,61,56,105,87,95,96,83
M1 antag,-0.077,-0.16,-1.5,-0.0082,-0.14,-0.15,-0.0062,0.46
M1 ag,0.021,1.2,2.7,0.0052,-0.24,0.034,0.76,0.12

25) O=C(COC(=O)CCc1c[nH]c(=O)[nH]1)Nc1ccccc1Cl
26) Cc1cc(NS(=O)(=O)c2ccc(NC(=O)COc3ccccc3C(C)C)cc2)no1
27) CCCN(C(=O)c1ccccc1N)c1c(C)n(C)n(-c2ccccc2)c1=O
28) CCc1ccc(NC(=O)CN(c2ccc3c(c2)OCO3)S(=O)(=O)c2c(C)noc2C)cc1
29) CCOc1ccc(OCC(=O)c2c(O)c3ccccc3oc2=O)cc1
30) CCCNS(=O)(=O)c1cc(Br)cc2c1N(C(=O)CC)CC2
31) COc1ccc(S(=O)(=O)N2CCC(C(=O)Nc3nnc(CCN4CCCCC4)s3)CC2)cc1
32) COc1ccc2[nH]c3c(NCCN(C(C)C)C(C)C)ncnc3c2c1
screen / no.,25,26,27,28,29,30,31,32
5HT1a ag,-1.0,0.0,-0.2,1.0,-1.0,1.2,-2.9,-0.5
E coli RNAP,-3,5,6,8,10,6,-1,9
Fluor 339 460,1.1,1.1,1.1,1.1,1,0.97,1.1,3.7*
Hsp90 inh,-2,1,-4,2,-4,·,0,2
NADH enzymes,3%,1%,10%,8%,12%,6%,9%,4%[fluoresces]
D1 allo mod,1.4,4.1*,-0.49,-0.29,-0.72,-0.16,0.44,-1.9
HER2 expr 66K,70,88,53,78,94,148,102,111
M1 antag,-0.46,-0.048,-0.59,0.54,1.5,-0.22,-1,-1.6
M1 ag,2.4*,1.4,0.0055,-0.36,-1.4,0.036,-0.84,-0.97

33) Cc1cc(C(=O)OCn2nnc3ccccc3c2=O)c(C)o1
34) Cc1nnc(N2CCN(Cc3ccccc3)CC2)[nH]c1=O
35) CCOC(=O)c1csc(NC(=O)C2CCCCC2)n1
36) Cc1nn(-c2ccccc2)c2c1C(c1c(C)[nH]c(C#N)c1C)C(C#N)=C(N)O2 (centres undefined)
37) NC(=O)C1CCN(C2OC(=O)c3ccccc32)CC1 (centres undefined)
38) Cc1cc(C)cc(NC(=O)c2cc(S(=O)(=O)NCc3ccco3)ccc2F)c1
39) COc1ccccc1NC(=O)CSc1nnc(Cn2c(=O)sc3ccccc32)n1C
40) Cc1ccnc(NS(=O)(=O)c2ccc(NC(=O)Cc3cccs3)cc2)n1
screen / no.,33,34,35,36,37,38,39,40
5HT1a ag,-1.0,0.4,-0.1,-0.9,-2.8,-2.1,2.3,1.1
E coli RNAP,6,5,1,6,·,3,6,-9
Fluor 339 460,1.1,1.1,1,1,1.1,1.1,1.1,1.1
Hsp90 inh,·,-3,-1,-4,0,1,3,-9
NADH enzymes,3%,9%,2%,4%,5%,5%,2%,1%
D1 allo mod,·,0.38,-0.64,-0.014,·,0.022,·,·
HER2 expr 66K,103,82,84,108,79,111,96,133
M1 antag,0.29,-0.19,0.46,0.0039,0.11,-1.2,0.12,0.91
M1 ag,-0.00026,-0.2,-0.24,-0.94,-0.35,0.57,0.07,-0.63

41) COc1cc(C(=O)Nc2c(-c3ccccn3)c(=O)c3ccccc3n2C)cc(OC)c1OC
42) Cc1ccc(S(=O)(=O)NC(CC(=O)NC2CCCC2)c2ccco2)cc1 (centres undefined)
43) O=C(CN1CCC(n2nnc3cc(F)ccc32)CC1)N1CCc2ccccc2C1
44) COC(=O)CCCCCc1ccc(C(C)=O)s1
45) CC1(C)N([O-])C(c2ccccc2)=C[N+](=O)C1(C)C
46) Clc1ccc(-c2ccc(-c3nn4c(-c5ccco5)nnc4s3)o2)cc1
47) Cc1ccc(CNC(=O)c2cc3c(-c4ccc(Cl)cc4)nn(C)c3s2)o1
48) O=C(O)CCc1ccc(-c2ccc(Br)cc2)n1Cc1ccco1
screen / no.,41,42,43,44,45,46,47,48
5HT1a ag,-4.0,-1.2,0.7,-5.1,-1.9,10,-2.6,1.7
E coli RNAP,10,5,5,4,10,11,-1,12
Fluor 339 460,1.1,1.1,1.1,1,0.99,1.8,1.5,1.3
Hsp90 inh,-1,-7,-5,-2,0,-13,-4,-24
NADH enzymes,9%,2%,8%,5%,5%,12%,6%,4%
D1 allo mod,0.5,0.75,·,0.51,-0.15,0.027,-0.11,0.68
HER2 expr 66K,85,62,79,89,61,125,-17*,142
M1 antag,0.6,0.0078,-0.22,-0.29,0.3,0.2,-0.17,0.059
M1 ag,-0.032,0.26,-0.15,-0.9,-0.21,0.79,2,-0.26

2 entries from above, as a markdown table:
| no. | compound | 5HT1a ag | E coli RNAP | Fluor 339 460 | Hsp90 inh | NADH enzymes | D1 allo mod | HER2 expr 66K | M1 antag | M1 ag |
| --- | --- | --- | --- | --- | --- | --- | --- | --- | --- | --- |
| 37 | NC(=O)C1CCN(C2OC(=O)c3ccccc32)CC1 (centres undefined) | -2.8 | · | 1.1 | 0 | 5% | · | 79 | 0.11 | -0.35 |
| 38 | Cc1cc(C)cc(NC(=O)c2cc(S(=O)(=O)NCc3ccco3)ccc2F)c1 | -2.1 | 3 | 1.1 | 1 | 5% | 0.022 | 111 | -1.2 | 0.57 |

Remaining list, next part:
49) O=S(=O)(Nc1cccnc1)c1ccc(Cl)c(C(F)(F)F)c1
50) CCN1CCN(C(c2cccs2)C(C)NC(=O)c2ccccc2OC)CC1 (centres undefined)
51) COC(=O)C1CCN(C(=O)CSc2nnc(-c3ccncc3)o2)CC1
52) CCOC(=O)Cn1c(=NC(=O)CSC(C)=O)sc2cc(OC)ccc21
53) C#CCSC1=C(C#N)C(c2cccs2)C(C(=O)OCC)=C(C)N1 (centres undefined)
54) Cc1sc2ncn(CC(=O)NCCCC(=O)N3CCN(c4ccccn4)CC3)c(=O)c2c1C
screen / no.,49,50,51,52,53,54
5HT1a ag,-1.1,-0.1,-4.8,-4.1,-1.7,-1.0
E coli RNAP,14,-11,-13,3,-2,10
Fluor 339 460,1.1,1.1,1.1,1.4,1.1,1.1
Hsp90 inh,-5,0,0,-5,-12,-4
NADH enzymes,1%,3%,2%,3%,0%,9%
D1 allo mod,-0.17,-0.17,0.24,-1.2,-0.038,0.073
HER2 expr 66K,132,106,100,100,116,71
M1 antag,-0.35,0.6,0.32,0,0.72,-0.55
M1 ag,0.87,0.45,0.5,-1,-0.69,0.49

Sorted by the number under NADH enzymes (falling): 4 of the compounds above.
# | Compound | 5HT1a ag | E coli RNAP | Fluor 339 460 | NADH enzymes | D1 allo mod | HER2 expr 66K | M1 antag | M1 ag
54 | Cc1sc2ncn(CC(=O)NCCCC(=O)N3CCN(c4ccccn4)CC3)c(=O)c2c1C | -1.0 | 10 | 1.1 | 9% | 0.073 | 71 | -0.55 | 0.49
50 | CCN1CCN(C(c2cccs2)C(C)NC(=O)c2ccccc2OC)CC1 (centres undefined) | -0.1 | -11 | 1.1 | 3% | -0.17 | 106 | 0.6 | 0.45
51 | COC(=O)C1CCN(C(=O)CSc2nnc(-c3ccncc3)o2)CC1 | -4.8 | -13 | 1.1 | 2% | 0.24 | 100 | 0.32 | 0.5
53 | C#CCSC1=C(C#N)C(c2cccs2)C(C(=O)OCC)=C(C)N1 (centres undefined) | -1.7 | -2 | 1.1 | 0% | -0.038 | 116 | 0.72 | -0.69
